Screening results as filed in PubChem.
PfGluPho inh = PfG6PD enzyme inhibitors, primary screen, biochemical, fluorescence intensity, uHTS | glucose-6-phosphate dehydrogenase-6-phosphogluconolactonase (Plasmodium falciparum 3D7) | PfGluPho enzyme, NADPH resazurin-diaphorase fluorescence | inhibition, % at 20 µM | hit rate 0.78% among 350,000 | AID 504690, 2011;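 active = inhibition reaching at least a set limit at 20 µM in the primary screen, cut at about 59% in these data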;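 note: 0% = DMSO wells with substrate and 100% = DMSO wells lacking glucose-6-phosphate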
MPTP block = mitochondrial permeability transition pore inhibitors, primary screen, biochemical, isolated mouse mitochondria, absorbance; Ca2+ swelling absorbance, 30 min; inhibition, % at 10 µM; hit rate 1.4% among 360,000; AID 602449, 2012;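 active = inhibition of 50% or more, scaled per plate between neutral and stimulator controls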;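 note: 0% = DMSO wells given calcium and 100% = 1 mM EGTA wells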
SENP1 FRET inh = human SENP1 catalytic domain inhibitors, primary screen, biochemical, FRET, uHTS | Sentrin-specific protease 1 (Homo sapiens), Q9P0U3 | recombinant SENP1 catalytic domain, CyPet-SUMO1-YPet FRET cleavage | inhibition, % at 10 µM | hit rate 0.21% among 360,000;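 active = inhibition at least 30% at 10 µM, raw YFP signal under a set limit, fluorescence ratio 0.5 to 1.5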;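 note: 0% = enzyme with DMSO and 100% = no enzyme wells; some results filed as inactive read as strong as hits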
Target sequence (Q9P0U3 419-644 limits assumed): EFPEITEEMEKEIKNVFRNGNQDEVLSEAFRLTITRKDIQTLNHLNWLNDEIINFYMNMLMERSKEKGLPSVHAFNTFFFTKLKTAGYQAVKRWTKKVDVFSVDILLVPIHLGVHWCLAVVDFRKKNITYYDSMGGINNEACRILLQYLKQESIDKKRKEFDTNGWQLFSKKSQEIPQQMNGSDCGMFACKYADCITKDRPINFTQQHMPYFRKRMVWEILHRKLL
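System: Recombinant human SENP1 catalytic domain, His6-tagged | Incubation: Enzyme reaction for 50 min at room temperature, dark | Medium: Tris pH 8 with BME, BSA, NP40 and catalase | Also added: 25 nM SUMO1 FRET substrate | Compound: 10 µM single point, 0.5% DMSO | Measured by: FRET fluorescence in CFP and YFP emission channels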
SENP6 inh = SENP6 protease inhibitors, primary screen, biochemical, luminescence, uHTS. Sentrin-specific protease 6 (Homo sapiens), Q9GZR1. Recombinant SENP6 catalytic domain, aminoluciferin luminescence. inhibition, % at 10 µM. hit rate 1.8% among 330,000;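 active = inhibition above about 50% at the single tested dose, limit read from the data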;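 note: plate controls were DMSO wells with enzyme for no effect and DMSO wells lacking enzyme for full effect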
hIAP activ = human IAP activators, primary screen, biochemical, luminescence, uHTS. Intestinal-type alkaline phosphatase (Homo sapiens), P09923. purified human IAP, CDP-Star luminescence, 30 min; hits give high values; 1 = vehicle-only enzyme, 0 = enzyme-free background. activation factor at 10 µM. hit rate 0.16% among 330,000;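 active = activation factor of the enzyme at least 2-fold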; note: the source names both 10 and 20 µM as test concentration; values of inactives mirror those of a sister screen read the other way
Target sequence (P09923 whole entry, looked up): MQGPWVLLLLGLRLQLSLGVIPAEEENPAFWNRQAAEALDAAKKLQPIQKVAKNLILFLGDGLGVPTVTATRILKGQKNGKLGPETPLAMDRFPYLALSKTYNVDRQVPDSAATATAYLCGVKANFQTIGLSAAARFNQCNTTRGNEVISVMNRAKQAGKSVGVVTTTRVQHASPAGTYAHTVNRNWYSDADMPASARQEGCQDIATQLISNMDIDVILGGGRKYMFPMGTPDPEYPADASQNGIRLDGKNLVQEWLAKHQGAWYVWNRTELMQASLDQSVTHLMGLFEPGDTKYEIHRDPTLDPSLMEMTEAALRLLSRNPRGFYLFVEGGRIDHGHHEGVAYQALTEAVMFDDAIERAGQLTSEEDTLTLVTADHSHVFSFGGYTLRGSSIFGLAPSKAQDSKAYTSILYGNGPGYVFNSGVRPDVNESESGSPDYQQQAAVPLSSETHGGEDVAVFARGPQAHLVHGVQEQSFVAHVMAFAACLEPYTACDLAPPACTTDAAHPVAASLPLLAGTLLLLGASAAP
SENP8 inh = human SENP8 protease inhibitors, primary screen, biochemical, fluorescence, Nedd8 protein substrate, uHTS. Sentrin-specific protease 8 (Homo sapiens), Q96LD8. recombinant SENP8. inhibition, % at 20 µM. hit rate 0.64% among 360,000. AID 602440, 2012; in the data active = inhibition mostly above about 40%, no sharp cut-off; inactive = mostly below about 27%
Target sequence (Q96LD8 whole entry, looked up): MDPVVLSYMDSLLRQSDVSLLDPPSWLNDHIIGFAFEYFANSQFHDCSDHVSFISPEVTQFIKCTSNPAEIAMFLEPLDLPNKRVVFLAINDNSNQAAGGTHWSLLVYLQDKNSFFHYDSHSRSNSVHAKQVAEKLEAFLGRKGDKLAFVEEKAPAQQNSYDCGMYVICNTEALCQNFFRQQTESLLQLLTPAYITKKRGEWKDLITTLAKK
ATG4B inhibitor = ATG4B protease inhibitors, primary screen, biochemical, fluorescence, uHTS; inhibition, % at 8.33 µM; hit rate 0.51% among 340,000; Cysteine protease ATG4B (Homo sapiens), Q9Y4P1; ATG4B cleavage of LC3-PLA2, NBD-HPC fluorescence, 1 h; in the data active = inhibition above about 40%
NR3A LBD binder = binders of NR3A ligand-binding domain, primary screen, biophysical, differential scanning fluorimetry, uHTS; Glutamate receptor ionotropic, NMDA 3A (GRIN3A) ligand-binding domain; NR3A LBD differential scanning fluorimetry, Tm shift; 0% = protein alone, 100% = glycine-bound protein; Tm shift relative to glycine control, % at 25 µM; hit rate 2.5% among 340,000; AID 1259313, 2017;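 active = melting temperature shift of at least 10% of the positive control shift, at one fixed dose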
* = called active by the depositor; . = not tested or not shown.

SMILES	PfGluPho inh	MPTP block	SENP1 FRET inh	SENP6 inh	hIAP activ	SENP8 inh	ATG4B inhibitor	NR3A LBD binder
Cc1cc(C)c(S(=O)(=O)N2CCN(C(=O)C(C)Cn3cncn3)CC2)c(C)c1 (stereo not given)	15	-2.1	-1	-9	1.1	2	6	0
COC(=O)Cn1c(=NC(=O)c2cc(-c3cccs3)nc3ccccc23)sc2cc(S(N)(=O)=O)ccc21	11	-0.6	-37	3	1.2	-314	-4	16*
CC1CCN(C(=S)c2ccccc2O)CC1	64*	-0.1	-1	26	1.2	16	-12	1
N#CC1=C(N)OC2=C(C(=O)CCC2)[C@]12C(=O)N(CC(N)=O)c1ccccc12	4	-0.5	3	-4	1	6	-4	2
COc1ccc(-c2c(C)n([O-])c(C)c(C)[n+]2=O)cc1OC	-2	-0.6	0	12	1.1	1	8	2
Cc1cc(=O)oc2cc(OCC(=O)OCC(=O)N3CCc4ccccc43)ccc12	1	-2.5	1	-11	0.99	-57	-5	1
O=C(CNS(=O)(=O)c1ccc(Br)cc1)N1CCOCC1	-13	1.5	3	-11	1.1	13	-3	-1
CCCC(O)(CCC)C(=O)NNc1ccccc1	18	-7.5	2	0	1	17	-6	0
C/C(=N\OCC(=O)NC(C)C)c1cccs1	-12	0.4	1	-2	0.92	8	2	-1
CC1(C)CC(=O)C2=C(C1)NC(=O)NC2c1ccc(Cl)cc1 (stereo not given)	3	-1.0	-9	-6	0.85	-22	-6	-1
Cn1c(Cc2ccccc2)nnc1SCC(=O)Nc1ccc(N2CCOCC2)cc1	8	-3.5	1	5	1.1	13	-7	0
N#Cc1ccc(-c2cccnc2)nc1SCC(=O)Nc1sc2c(c1C#N)CCC2	-5	-0.5	20	-15	0.77	-1	4	-1
CC(=O)OC1CCC2(C)C(=CCC3C4CC(=O)N(O)C(=O)C4(C)CCC32)C1 (stereo not given)	-8	-1.3	2	.	.	6	10	-1
COc1ccc(CCn2nnc(-c3ccc(NC(C)=O)c(Cl)c3)n2)cc1	-9	0.3	0	-4	0.88	14	-8	3
CCCCN1CC(=O)N2[C@@H]3c4cc(OC)ccc4OC[C@@H]3[C@H](C(=O)OCC)[C@]2(C)C1=O	3	-0.3	-1	.	.	-20	.	0
CC(C)(C)n1nnnc1C(c1ccccc1F)N(Cc1ccco1)CC1CCCO1 (stereo not given)	-5	-1.0	-2	-11	0.88	12	1	0
Brc1ccc(COn2ccnc2)cc1	-12	-1.8	-2	.	.	3	0	0
CCc1ccc(N(CC(=O)NC(C)(C)CC)C(=O)CCC(=O)Nc2nccs2)cc1	-11	-2.2	0	4	1.4	17	-6	0
COc1ccccc1-n1cnc2cc(C(=O)N3CCOCC3)ccc21	-9	1.1	1	-20	1.1	9	0	-1
O=C(CN1C(=O)c2ccccc2C1=O)Nc1ccccc1N1CCOCC1	-14	1.2	0	-4	0.91	14	-1	1
CCOc1ccc(N/C=C/C(=O)c2ccccc2)cc1	6	1.6	-43	94*	0.96	-30	-6	-12
COc1ccc(-c2coc3cc(OC(C)=O)ccc3c2=S)cc1	34	-3.5	-137	.	.	-465	-2	-3
COC(=O)c1cc(OC)c(OC)cc1NC(=O)c1cccc(C)c1	-8	2.4	2	11	1.2	-30	-9	1
O=C(COC(=O)c1ccccn1)Nc1nc(-c2cccc([N+](=O)[O-])c2)cs1	1	1.1	2	-23	1	24	-1	-3
O=Cc1cccn1-c1cccnc1	2	-0.4	1	11	0.79	21	4	0

In the list so far, these contain a Cl atom.
SMILES	PfGluPho inh	MPTP block	SENP1 FRET inh	SENP6 inh	hIAP activ	SENP8 inh	ATG4B inhibitor	NR3A LBD binder
CC1(C)CC(=O)C2=C(C1)NC(=O)NC2c1ccc(Cl)cc1 (stereo not given)	3	-1.0	-9	-6	0.85	-22	-6	-1
COc1ccc(CCn2nnc(-c3ccc(NC(C)=O)c(Cl)c3)n2)cc1	-9	0.3	0	-4	0.88	14	-8	3

(next part)
SMILES	PfGluPho inh	MPTP block	SENP1 FRET inh	SENP6 inh	hIAP activ	SENP8 inh	ATG4B inhibitor	NR3A LBD binder
N#CCC(=O)Nc1ccccc1C(=O)O	15	2.4	2	-26	1.1	6	6	1
Fc1ccc(C2CC(c3ccco3)n3ncnc3N2)cc1 (stereo not given)	11	-1.6	-1	-9	1	-26	4	2
O=C(O)CC(=O)Nc1cc(Cl)ccc1O	1	-1.0	0	5	0.84	6	-9	2
O=C(Cn1sc2ccccc2c1=O)NC12CC3CC(CC(C3)C1)C2	125*	21	2	-4	0.97	17	-8	3
O=C(CSc1nnc(Cc2ccccc2)n1-c1cccc(Cl)c1)N1CCOCC1	7	-0.8	2	-3	0.97	22	-11	-3
O=C(CSc1nnc(CNC(=O)c2cccs2)o1)c1ccccc1	0	0.9	2	-13	1	14	5	-1
COc1ccc(CCC(=O)NNC(=O)Nc2ccc(C(C)=O)cc2)cc1	6	-0.5	2	2	1.1	0	0	-3
Cc1cc(C)c(S(=O)(=O)c2cc(F)ccc2C)c(Cl)n1	-1	0.2	2	-13	0.94	11	2	-1
Cc1nnc(SCC(=O)Nc2ncc3c(n2)CCCC3=O)s1	-11	0.8	5	-17	0.82	22	8	0
N=C1C(c2ccccc2)=C(O)CN1c1cccc(S(=O)(=O)N2CCCCC2)c1	-23	1.3	0	0	1	5	-2	1
CCNC(=O)/N=C1/NC(=O)C(C(C)C)O1 (stereo not given)	-1	-1.1	3	-3	1.1	17	-3	1
COc1ccc(-c2nc(CS(=O)CC(=O)NCCC3=CCCCC3)c(C)o2)cc1 (stereo not given)	2	0.0	-1	-8	0.83	-3	4	0
Cc1ccc(OCC(=O)Nc2ccc([N+](=O)[O-])cn2)cc1C	3	26	-1	-2	1.1	26	0	-2
COc1cc2c(cc1OC)C(c1ccccc1O)N(C1CC(=O)N(c3ccccc3)C1=O)CC2 (stereo not given)	-1	1.0	2	-9	0.96	25	-11	-1
O=C1CCC[C@H]2c3[nH]c4ccccc4c3CCN12	12	-1.4	-2	-10	0.8	68*	-30	0
Cc1cccc(CN2CCc3c([nH]c4ccccc34)C2CC(C)C)n1 (stereo not given)	6	0.4	-28	17	1.1	-192	4	-3
O=C1CSC(c2ccccc2F)N1CCN1CCCCC1 (stereo not given)	6	1.0	1	7	0.85	24	4	1
CCCn1c(N)c(C(=O)COC(=O)c2c(C)noc2C)c(=O)n(C)c1=O	-2	0.7	-1	-4	0.98	18	-12	-1
Cc1ccccc1NC(=O)C1CCCN(S(=O)(=O)c2ccc3c(c2)C(C)(C)C(=O)N3C)C1 (stereo not given)	10	-3.3	2	-14	0.92	-14	-10	0
COc1ccc(C(C(=O)NC2CCCCC2)N(C(=O)CCl)c2ccccc2Cl)cc1 (stereo not given)	-16	7.5	4	1	1	0	3	-2
N#CC(CCc1ccccn1)c1ccccc1 (stereo not given)	-4	0.2	2	.	.	10	1	-1
Cc1c(Cl)cccc1N/C(=N/S(=O)(=O)c1cccs1)c1ccccc1	-4	-0.3	2	5	0.94	3	7	-1
CCc1cccc(C)c1NC(=O)COC(=O)CC1CCCC1	-6	0.1	5	-4	0.94	41*	9	-2
CC1(S(=O)(=O)O)CC(=O)c2ccccc2C1=O (stereo not given)	-4	-0.5	1	-8	1.1	-226	-3	1
CCOC(=O)c1c(NC(=O)C2C3C=CC(C3)C2C(=O)O)sc2c1CC(C)(C)OC2 (stereo not given)	-10	0.1	2	-5	0.89	-68	-5	0
SMILES	PfGluPho inh	MPTP block	SENP1 FRET inh	SENP6 inh	hIAP activ	SENP8 inh	ATG4B inhibitor	NR3A LBD binder
CCOC(=O)c1sc(N)nc1C(C)(C)C	28	0.7	0	7	1.1	12	0	0
CC(C)(C)CC(C)(C)n1nnnc1N	-17	-0.7	1	.	.	16	2	-1
CC(=O)N1CCN(C(=O)C2(NC(=O)Nc3ccc(C)cc3)CCCCC2)CC1	-17	-1.6	-1	9	0.84	7	3	1
CN(CC(=O)N1CCCCC1)S(=O)(=O)c1ccc(Cl)cc1	-7	-1.5	-1	-7	0.97	6	5	-1
C=CCNC(=O)c1c(N)n(-c2ccc3c(c2)OCO3)c2nc3ccccc3nc12	-22	5.7	-122	10	1.2	-292	-11	-4
CCOC(=O)CN(C(=O)COc1nc(-c2ccccc2)cc(C)c1C#N)c1ccccc1C	8	3.7	1	-27	0.92	5	-15	2
Cc1ccc(/C(=N\O)c2oc3c(C)c4oc(=O)cc(C)c4cc3c2C)cc1	13	-0.5	-15	-5	1	-283	-2	-1
Brc1ccccc1-c1nnc(CSc2nnc3sc4ccccc4n23)o1	-5	-0.5	-5	-4	0.93	3	-18	-1
COc1ccc(N2CC(C(=O)NCCN3C(=O)S/C(=C\c4cccnc4)C3=O)CC2=O)c(OC)c1 (stereo not given)	9	-0.2	-2	-4	1	12	3	2
Cc1c(Cl)cccc1N1C(=O)CC(NNC(=O)c2cccnc2)C1=O (stereo not given)	-10	-3.7	-7	-18	0.85	-2	12	-5
COc1ccc2c(Cl)c(C(=O)NCCc3ccc(S(N)(=O)=O)cc3)sc2c1	-16	2.1	-1	6	1	7	0	1
C[C@@H]1CN([C@@H](C)CO)C(=O)c2cc(Br)cnc2O[C@H]1CN(C)C(=O)CN1CCOCC1	0	0.1	2	.	.	17	.	.
NC(=O)C1(C(=O)O)OC1(c1ccc(Cl)cc1)c1ccccc1Cl (stereo not given)	-12	0.2	2	.	.	12	5	-1
CCS(=O)(=O)N1CCCC(C(=O)Oc2ccc(Br)cc2)C1 (stereo not given)	-3	0.5	4	-23	1.2	6	4	-1
Cc1ccc(Cn2c(C)c3cnn(CC(=O)NCCN4CCOCC4)c(=O)c3c2C)cc1	-8	-0.1	0	.	.	-12	-1	-2
Clc1ccccc1C=NNc1ccccn1	-2	0.7	1	.	.	9	4	3
COn1c(SC2CCCCC2)nc2ccccc2c1=O	-16	5.6	-2	-31	0.99	1	3	1
COc1ccc(Nc2cc(C)nc3ccc(C)cc23)cc1	-10	0.2	1	.	.	17	.	.
COc1ccc(/C(C)=N/NC(=O)CNC(=O)C2COc3ccccc3O2)c(OC)c1 (stereo not given)	-8	7.5	1	-2	1.1	5	-6	-1
O=C(NCc1ccco1)c1cc(-c2cccc(Cl)c2)on1	-1	-0.1	0	3	0.98	0	13	1
O=C1CC(c2cccc(Cl)c2)CC(O)=C1C=Nc1ccccc1 (stereo not given)	-7	0.5	1	8	0.93	-18	30	-1
COc1ccc(-c2[nH]ncc2N=Nc2ccccc2)cc1	-3	2.6	2	2	1.3	31	-20	-8
O=C1ON=C(c2ccccc2)/C1=C/c1ccccc1	-23	0.6	1	25	1	4	9	-2
O=C1CC2(CCCC2)C(=O)N1CN1CCN(S(=O)(=O)c2cc(F)ccc2F)CC1	-2	0.9	3	.	.	11	.	.
O=C(CSc1ccc2nnc(-c3cccnc3)n2n1)Nc1ccc(F)cc1F	-16	0.5	-2	0	1.3	-45	4	2
N#CC1=C(N)N(c2ccccc2C#N)C2=C(C(=O)CCC2)C1c1ccsc1 (stereo not given)	5	4.3	-39	-1	0.88	29	-5	-3
NS(=O)(=O)c1ccc(NC(=S)NCc2cccc(Cl)c2)cc1	16	-13	2	11	1.1	13	8	-5
O=C(NC(c1ccccc1)c1ccccn1)c1cccc([N+](=O)[O-])c1 (stereo not given)	1	-1.1	1	-2	1	10	2	0
O=C1CCCN2N=C(SCC(=O)Nc3ccc(OC(F)(F)F)cc3)SC2=N1	-3	0.7	1	-8	0.9	23	4	3
